KCNQ2 inh – KCNQ2 channel blockers in CHO-K1 cells – cell-based, FluxOR thallium flux, B-score, primary screen (AID 2156) | 20 min; hits give low values | B-score at 10 µM | O88943 | 310,000 tested, 1.1% active;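 active = fluorescence ratio B-score at most minus 3 library SDs, with starting brightness B-score within 2 library SDs, cut at about -5.5 in these data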
Target sequence (O88943 whole entry, looked up): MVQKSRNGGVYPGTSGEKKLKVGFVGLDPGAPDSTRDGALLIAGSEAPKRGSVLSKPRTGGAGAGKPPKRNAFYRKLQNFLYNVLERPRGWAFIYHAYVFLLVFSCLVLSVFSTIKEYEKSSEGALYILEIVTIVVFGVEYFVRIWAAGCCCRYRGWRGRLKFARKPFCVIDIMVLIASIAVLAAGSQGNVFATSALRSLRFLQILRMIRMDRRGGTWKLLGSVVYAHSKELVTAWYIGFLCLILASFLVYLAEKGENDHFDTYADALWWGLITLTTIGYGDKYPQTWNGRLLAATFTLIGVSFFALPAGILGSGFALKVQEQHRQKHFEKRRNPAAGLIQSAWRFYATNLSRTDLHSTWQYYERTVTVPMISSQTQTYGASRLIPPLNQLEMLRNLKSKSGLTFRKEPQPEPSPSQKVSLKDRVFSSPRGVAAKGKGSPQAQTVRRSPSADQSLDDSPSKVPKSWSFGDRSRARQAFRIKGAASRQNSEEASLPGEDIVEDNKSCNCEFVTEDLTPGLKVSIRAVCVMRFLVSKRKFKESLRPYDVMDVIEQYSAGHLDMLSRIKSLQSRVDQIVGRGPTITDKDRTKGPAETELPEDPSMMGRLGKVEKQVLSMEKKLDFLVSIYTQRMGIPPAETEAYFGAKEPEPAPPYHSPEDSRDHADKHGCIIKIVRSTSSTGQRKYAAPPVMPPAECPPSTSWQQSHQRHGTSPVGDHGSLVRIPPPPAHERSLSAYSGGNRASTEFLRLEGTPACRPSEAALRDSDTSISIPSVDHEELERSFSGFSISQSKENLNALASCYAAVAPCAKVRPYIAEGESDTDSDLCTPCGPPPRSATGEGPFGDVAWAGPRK
Kir21 inh – Kir2.1 (mouse) channel inhibition; HEK293-Kir2.1, FluxOR thallium flux fluorescence; hits give low values; AID 1672; P35561; B-score at 10 µM; 310,000 tested, 0.85% active;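 active = fluorescence ratio B-score at or below minus 3 SD of library scores, with starting-brightness B-score within 2 SD, cut at about -4.2 in these data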;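 also: channel flux triggered by added potassium and thallium sulfate stimulus; B-score of peak minus minimum fluorescence over baseline after thallium stimulus; more negative B-score means stronger Kir2.1 block with less thallium influx; some compounds called inactive have numbers as strong as hits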
STK33 kinase inh – blocks human STK33 kinase activity; Q9BYT3; purified STK33, MBP phosphorylation, ADP-Glo luminescence; inhibition, % at 10 µM; 320,000 tested, 0.073% active; AID 2661;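 active = inhibition at or above 25%, using the most active replicate where run in duplicate; inactive = inhibition below 25%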
Numbers without * were called inactive; i = inactive; . = no result given.

The line under a structure holds: KCNQ2 inh	Kir21 inh	STK33 kinase inh
- O=C(c1cccnc1)N1CCN(S(=O)(=O)c2ccc(Cl)cc2)CC1
→ i	0.79	0.1
- Cc1ccccc1NC(=S)N(Cc1ccccc1)Cc1cccnc1
→ i	0.8	-0.7
- Cc1sc2ncnc(NCc3cccs3)c2c1C
→ i	-0.05	0.6
- COc1ccc2cc(C#N)c(SCC(=O)N3CCCC3)nc2c1
→ i	0.06	-0.8
- COc1ccc(C2=NO[C@@H]3[C@@H]4C[C@@H]([C@H]5C(=O)N(c6ccc7c(c6)OCO7)C(=O)[C@@H]45)[C@H]23)cc1OC
→ i	0.03	1.5
- COc1ccc(/C=C/C(=O)OCC(=O)c2c(C)[nH]c3ccccc23)cc1OC
→ i	1.6	0.0
- Cc1ccc(-n2c(SCC(=O)Nc3ccc4cn[nH]c4c3)nnc2-c2ccco2)cc1
→ i	2.4	-0.9
- CCCNC(=O)CN1C(=O)NC(CCSC)C1=O (stereo not given)
→ i	-1.1	-1.9
- COc1ccc(OC)c(NC(=O)C(=O)NCc2ccncc2)c1
→ i	1.1	-2.6
- Cc1nc2sc(C(c3cccc(F)c3)N3CCOCC3)c(O)n2n1 (stereo not given)
→ i	1.3	-0.1
- CCOC(=O)c1[nH]c2ccccc2c1NC(=O)C(CC)CC
→ i	-0.05	-0.1
- CC1Cc2ccccc2N1C(=O)Cc1cccs1 (stereo not given)
→ i	0.89	4.2
- COc1ccc(CCNc2nc(-c3ccncc3)cs2)cc1OC
→ i	-4	0.1
- CCOC(=O)CCCNC(=O)c1cncc(Br)c1
→ i	0.84	-1.2
- COC(=O)N/N=C/c1ccc(-c2ccccc2Cl)o1
→ i	0.71	1.4
- Cc1ccc(/C=C(/NC(=O)c2ccccc2)C(=O)NC(Cc2c[nH]c3ccccc23)C(=O)O)cc1 (stereo not given)
→ i	-0.1	-3.9
- O=C1S/C(=C\c2ccccc2)C(=O)N1CC(O)Cn1c2ccccc2c2ccccc21 (stereo not given)
→ i	-0.27	1.3
- CCN(CC)C(=O)CN(Cc1ccccc1)S(=O)(=O)c1ccc(F)cc1
→ i	-2	-0.3
- NC(=O)c1c(NC(=O)c2ccco2)sc2c1CCC2
→ i	-1.3	-0.9
- CC(CCc1ccccc1)NC(=O)COC(=O)c1cc(NS(=O)(=O)c2ccc(Cl)c([N+](=O)[O-])c2)ccc1O (stereo not given)
→ i	0.78	1.1
- CCCNC(=O)COC(=O)c1ccc(-c2ccccc2)cc1
→ i	0.67	-2.9
- O=C1OC(Nc2nccs2)c2ccccc21 (stereo not given)
→ i	0.42	5.7
- COc1ccc(CCNC(=O)c2ccc([N+](=O)[O-])cc2)cc1
→ i	0.77	-0.5
- CCOC(=O)CSC1=Nc2ccccc2C2=NC(CC(=O)NCc3cccs3)C(=O)N12 (stereo not given)
→ i	0.52	-1.7
- Cc1ccc(-n2nnnc2CNC(=O)c2ccc([N+](=O)[O-])o2)cc1C
→ i	-1.6	-1.3
- C=CCN1C(=O)/C(=C/c2cccs2)S/C1=N\S(=O)(=O)c1ccc(F)cc1
→ i	1.1	-2.3
- COc1ccc(OCC#CCn2ccnc2)cc1
→ i	0.33	-1.7
- COc1ccc(CCN(C)C(=O)CNC(=O)c2ccccc2F)cc1OC
→ i	0	-0.4
- CCCCc1cc(=O)oc2cc(OC(C)C(=O)NCCN3CCOCC3)c(Cl)cc12 (stereo not given)
→ i	-0.03	0.0
- NS(=O)(=O)c1ccc(CCNS(=O)(=O)c2cccc3nsnc23)cc1
→ i	0.02	0.8
- N#Cc1ccc(CSc2nnc(-c3cccnc3)n2-c2ccccc2)cc1
→ i	-0.03	0.7
- Fc1ccc2nc3c(nc2c1)CCCC3
→ i	-0.46	-2.5
- Cc1cc(C)nc(NC(=NCCc2c[nH]c3ccccc23)NC(=O)c2ccco2)n1
→ i	1.9	-0.7
- CCN(CC)C(=O)CSc1nc2sc3c(c2c(=O)n1-c1ccc(C)cc1)CC(C)(C)SC3
→ i	1	-0.2
- Cc1cc(C)nc(Sc2nc(Nc3ccccc3)nc(Sc3nc(C)cc(C)n3)n2)n1
→ i	0.01	0.4
- CCN(CC)S(=O)(=O)c1ccc(NS(=O)(=O)c2cccs2)cc1
→ i	-0.34	-2.0
- COc1ccc(COC(=O)C2CCN(S(=O)(=O)c3ccc(C)cc3)CC2)cc1
→ i	0.95	-2.2
- COc1ccc2c(c1)C(C)=CC(C)(C)N2C(=O)CSc1nnc(-c2ccc(C)cc2)o1
→ i	-1.8	-1.3
- O=C(c1ccccc1)N1CCN2C(=O)c3ccccc3C12c1ccc(Cl)cc1 (stereo not given)
→ i	-1.4	3.7
- CSc1nc2c(cnn2-c2ccccc2)c(=O)n1N
→ i	-0.78	0.1
- O=C1C2C3c4ccccc4C(c4ccccc43)[C@@H]2C(=O)N1c1cccnc1 (stereo not given in full)
→ i	-0.33	-3.4
- N#Cc1nc(-c2cccc3ccccc23)oc1N1CCCCC1
→ i	-0.48	-2.1
- CN(C)S(=O)(=O)c1cccc(COC(=O)Cc2c(F)cccc2Cl)c1
→ i	-0.39	0.3
- O=c1sc2ccccc2c(N2CCCCC2)c1[N+](=O)[O-]
→ i	0.32	-0.9
- COC(=O)c1c(NC(=O)C(=O)N2CCCC2)sc2c1CC(C)(C)OC2
→ i	1.8	0.2
- O=[N+]([O-])c1ccc(-c2cn(-c3ccc(Cl)cc3)c(=S)[nH]2)cc1
→ i	0.37	0.0
- COc1ccc(C=Nc2cccnc2N)cc1
→ i	0.38	7.3
- O=[N+]([O-])c1ccc(N=Cc2sc3ccccc3c2O)cc1
→ i	0	0.0
- COc1ccc(-n2c(=O)c(CCC(=O)N(C)Cc3cccs3)nc3ccccc32)cc1
→ i	-0.33	0.3
- Cc1ccc(C(=O)CC(=O)COc2ccc(Cl)cc2)cc1
→ i	0.12	0.4
- COc1cc(CC(=O)OCC(=O)Nc2ccc(Cl)c(S(=O)(=O)N(C)C)c2)cc(OC)c1OC
→ i	0.94	-0.7
- CCN1CCN(c2ncnc3c2cnn3-c2ccc(Cl)cc2)CC1
→ i	0.57	-0.3
- C/C(=N\Nc1cc(Cl)nc(C)n1)c1ccc(C)cc1
→ i	-0.56	-1.6
- O=C(Nc1ccsc1C(=O)NC1CCCCC1)c1ccccc1
→ i	0.87	-0.1
- CCCN1C(=O)/C(=C/c2ccccc2OCc2ccc(C(=O)O)cc2)NC1=S
→ i	0.68	2.8
- O=C1N=C(N2CCCCC2)S/C1=C\c1cn[nH]c1-c1ccccc1
→ i	1	-0.8
- COc1ccc(N(C(=O)c2cccnc2)S(=O)(=O)c2ccc(F)cc2)cc1
→ i	-0.46	0.1
- COc1ccc(S(=O)(=O)N(CC(=O)N2CCCCCC2)c2ccccc2OC)cc1
→ i	0.31	-0.5
- CC(=O)c1sc(NS(=O)(=O)c2ccc(C)cc2)nc1C
→ i	0.65	-0.7
- CCc1ncc(CN2CCC(C(=O)Nc3cccc(-c4cscn4)c3)CC2)cn1
→ i	2.9	-1.7

7 of the compounds above, with values ahead of the structure:
| KCNQ2 inh | Kir21 inh | STK33 kinase inh | Structure |
| --- | --- | --- | --- |
| i | -0.33 | 0.3 | COc1ccc(-n2c(=O)c(CCC(=O)N(C)Cc3cccs3)nc3ccccc32)cc1 |
| i | 0.31 | -0.5 | COc1ccc(S(=O)(=O)N(CC(=O)N2CCCCCC2)c2ccccc2OC)cc1 |
| i | 1 | -0.8 | O=C1N=C(N2CCCCC2)S/C1=C\c1cn[nH]c1-c1ccccc1 |
| i | -0.33 | -3.4 | O=C1C2C3c4ccccc4C(c4ccccc43)[C@@H]2C(=O)N1c1cccnc1 (stereo not given in full) |
| i | 2.9 | -1.7 | CCc1ncc(CN2CCC(C(=O)Nc3cccc(-c4cscn4)c3)CC2)cn1 |
| i | -0.39 | 0.3 | CN(C)S(=O)(=O)c1cccc(COC(=O)Cc2c(F)cccc2Cl)c1 |
| i | 0.12 | 0.4 | Cc1ccc(C(=O)CC(=O)COc2ccc(Cl)cc2)cc1 |

Other entries:
The line under a structure holds: KCNQ2 inh	Kir21 inh	STK33 kinase inh
- COc1ccccc1NC(=O)CCN1CCN(Cc2ccccc2)CC1
→ i	2.2	-0.6
- CCOc1ccc(N2C(=O)c3ccccc3C2=O)cc1
→ i	0.77	-0.3
- Cn1c(SCC(=O)OCC(=O)c2ccccc2)nnc1-c1cccs1
→ i	-3.5	-1.6
- c1ccc(OCCn2c(-c3ccco3)nc3ccccc32)cc1
→ i	0.41	0.0
- CCOC(=O)C(O)(CCC(O)(C(=O)OCC)C(=O)OCC)C(=O)OCC
→ i	0.2	-0.2
- O=C(Nc1nc(-c2ccccc2)cs1)c1ccccc1F
→ i	0.13	-1.5
- O=C(NC(=S)NCCCN1CCOCC1)c1ccco1
→ i	0.87	-1.5
- O=C(Nc1ncccc1O)c1ccc2c(c1)OCCO2
→ i	-0.47	1.3
- COc1ccc(NC(=S)N(Cc2ccc(C)cc2)Cc2ccccn2)cc1
→ i	-2.3	.
- CC(C)(C)N(Cc1ccccc1)C(=O)COC(=O)CCc1c[nH]c2ccccc12
→ i	-0.39	1.3
- CCOC(=O)C1=C(C(F)(F)F)Nc2ncnn2C1c1ccc(OC)cc1OC (stereo not given)
→ i	-0.41	-2.0
- CCOc1ccccc1NC(=O)COC(=O)C1CCC1
→ i	-1.4	6.6
- CCN(CC)C(=S)Nc1cc(C(=O)OC)ccc1C(=O)OC
→ i	2.6	-1.1
- O=C(COC(=O)Cc1ccccc1F)Nc1ccc(Cl)cn1
→ i	0.3	1.7
- COc1ccc(C2Nc3ccccc3C(=O)N2NS(C)(=O)=O)cc1OC (stereo not given)
→ i	-1.5	-1.9
- Cc1ccc(N(Cc2cc3ccc(C)cc3[nH]c2=O)S(=O)(=O)c2ccccc2)c(C)c1
→ i	-0.32	0.1
- Cc1cc2ccccn2c1C(=O)c1cccc(S(=O)(=O)N2CCOCC2)c1
→ i	0.5	0.2
- COc1ccc(Cl)cc1NC(=O)CSC1=NN2CCCC(=O)N=C2S1
→ i	1	16
- Cc1ccc(C2CC(c3ccc(Cl)cc3)n3nc(N)nc3N2)cc1 (stereo not given)
→ i	-0.39	0.8
- CC1CN(c2ccc(Oc3ccccc3)cc2)c2nc3c(c(=O)n(CC(N)=O)c(=O)n3C)n2C1 (stereo not given)
→ i	-1.1	0.0

More compounds.
| mol | KCNQ2 inh | Kir21 inh | STK33 kinase inh |
| --- | --- | --- | --- |
| CCOc1cccc2cc(C(=O)NCc3cccnc3)c(=O)oc12 | i | 0.67 | -0.7 |
| CC(C)(C)NC(=O)Cn1c(=O)oc2ccc(Cl)cc21 | i | -1.6 | -3.3 |
| CCC1Sc2ccccc2N(CC(=O)NC2CCCCC2)C1=O (stereo not given) | i | 2.7 | 0.6 |
| CCCCOc1ccc(-c2ncc(C(=O)O)c(C)n2)cc1 | i | 1.8 | -0.3 |
| CCn1ccnc1CNCc1cn(-c2cc(C)ccc2C)nc1-c1ccccc1 | i | -1.2 | 0.3 |
| O=[N+]([O-])c1ccc(C2=Nn3c(Cn4nnc5ccccc54)nnc3SC2)cc1 | i | -0.03 | 0.9 |
| Cc1cc(C)cc(N2C(=O)CSC2c2ccccn2)c1 (stereo not given) | i | -0.5 | -0.8 |
| COC(=O)c1c(-c2ccccc2)nn(-c2ccccc2)c1C(=O)OC | i | -2.6 | -1.8 |
| COc1ccccc1CNc1cc(-c2ccccc2)ccc1OC | i | -0.69 | -2.2 |
| Cc1ccc(-c2noc(C3CCN(S(C)(=O)=O)CC3)n2)o1 | i | -0.12 | -0.9 |
| CC(=O)c1cccc(Oc2ncccn2)c1 | i | -0.17 | -0.6 |
| O=C1NC(=Nc2ccccc2)SC1Cc1cccc(Cl)c1Cl (stereo not given) | i | -0.47 | -1.0 |
| CCCOc1ccc(C2c3c(oc4ccccc4c3=O)C(=O)N2CCN(CC)CC)cc1OC (stereo not given) | i | -0.05 | -0.8 |
| Cc1c(NS(=O)(=O)c2cccc(C(=O)NCc3ccc(Cl)cc3)c2)c(=O)n(-c2ccccc2)n1C | i | 0.9 | -0.2 |
| COC(=O)c1ccsc1NC(=O)CCS(=O)(=O)c1ccc(Cl)cc1 | i | -0.54 | 0.1 |
| CC(=O)Nc1nnc(S(=O)(=O)N2CCN(c3ccc(Cl)cc3[N+](=O)[O-])CC2)s1 | i | -0.62 | -0.5 |
| O=C(NC1CCCC1)C(c1c(F)cccc1Cl)N(C(=O)c1csnn1)C1CC1 (stereo not given) | i | 0.93 | -11 |
| O=C(CN1C(=O)C2(OCCO2)c2ccccc21)c1ccc(F)cc1 | i | -0.03 | 0.1 |
| CN1C(=S)SC(N(O)C=C2C=CC(=O)C=C2)C1(C)C (stereo not given) | i | 0.27 | 0.4 |
| Cc1nn(CC(=O)NCC2CCCO2)c(=O)c2ccccc12 (stereo not given) | i | 0.14 | -1.4 |
| O=C(NCCS(=O)(=O)N1CCN(c2cccc(Cl)c2)CC1)c1cc(=O)c2ccccc2o1 | i | -0.39 | -1.1 |
| N/C(Cc1cccc2ccccc12)=N\OC(=O)c1cccs1 | i | 1.7 | -1.1 |
| CCOC(=O)c1ccc(NC(=O)c2c(NC(=O)CCC(=O)O)sc3c2CCCCC3)cc1 | i | 1.5 | 0.8 |
| CCCCc1cc(=O)oc2cc(OCC(=O)NCc3ccccn3)c(Cl)cc12 | i | 1.9 | -0.2 |
| COc1ccccc1C1CC(c2cccs2)=NN1C(=O)CCC(=O)O (stereo not given) | i | 0 | 0.6 |
